# Screens: PubChem, National Center for Advancing Translational Sciences (NCATS)
# LDHA block: inhibitors of human lactate dehydrogenase A. P00338. purified LDHA, NADH/diaphorase-resazurin fluorescence; active compounds read low. activity change, % (values are at about 110 or 230 µM). 0.15% of 480,000 active. AID 1347041; in the data active = activity change below about -30%; inconclusive = mostly about -25% to -30%;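 also: plate controls were DMSO wells for no effect and wells without enzyme for full effect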
#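 Human LDH5 (2 nM) was incubated with 0.06 mM NADH and 0.2 mM pyruvate for 5 min at room temperature in Tris pH 7.4. Remaining NADH was coupled through diaphorase/resazurin, and resorufin fluorescence was read at 0 and 20 min.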
# D2 antagonist: D2 dopamine receptor (human) antagonism. P14416. HEK293 TREx D2 cells, calcium flux, dopamine EC80. inhibition, % at 10 µM. 2% of 340,000 active. AID 485344; in the data active = inhibition above about 30%; also: 0% is about no effect
#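 Inhibition of EC80 dopamine-driven calcium flux, recorded kinetically, defines activity here; cells are a tetracycline-induced HEK293 T-REx line expressing force-coupled D2.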
# Vif-APOBEC3F blk: blocks the Vif interaction with APOBEC3F; AID 602313; 0.2% of 390,000 active; HeLa A3F-eYFP + Vif (tagged APOBEC3F with the HIV-1 protein that degrades it), YFP fluorescence increase; Potency, µM (series often up to 46.1 µM), for inactives: top-dose activity, negative = active; also: potency is read from the fitted curve at half-maximal effect; % of control where 0% means no effect; nearly all actives have a fitted effect of over 65% in size
#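 HeLa cells stably expressing Vif plus C-terminally eYFP-tagged A3F were seeded, incubated overnight at 37 deg C, dosed with compound, incubated overnight again at 37 deg C. Yellow fluorescence (Ex 488/Em 500-530) reported blocked Vif-mediated A3F-eYFP degradation.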
# RGS4 inh: inhibitors of human regulator of G protein signaling 4 | Transcreener GDP fluorescence polarization, RGS4-accelerated GTP hydrolysis | Potency, µM (series often up to 114 µM), inactives show top-dose activity change, negative = inhibition, actives largely listed as inhibitors | 0.039% of 390,000 active | AID 504845; also: potency is read from the fitted curve at half-maximal effect; % is scaled to controls: 0 for no effect and ±100 for the full control effect; nearly all actives have a fitted effect of over 75% in size; some results filed as inactive show a strong effect at the top dose
# Target sequence (P49798 whole entry, looked up): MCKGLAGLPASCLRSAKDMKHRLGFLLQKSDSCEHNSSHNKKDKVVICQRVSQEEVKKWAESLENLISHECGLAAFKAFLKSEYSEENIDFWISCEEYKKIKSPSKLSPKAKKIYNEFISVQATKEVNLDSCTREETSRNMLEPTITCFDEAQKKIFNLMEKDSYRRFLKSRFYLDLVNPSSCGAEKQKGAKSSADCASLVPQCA
#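 MLSMR compounds (23 nl, pin-transferred) preincubated 10 min at room temperature with a 500nM (2x) first reagent, then RGS4 at 900nM (2x) plus Transcreener GDP mix added; fluorescence polarization (620/688 nm) read before and after 90 min at 30 °C.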
# Vif-A3G inh: Vif-A3G binding inhibition | Q9HC16 | HeLa A3G-eYFP + Vif (tagged APOBEC3G with the HIV-1 protein that degrades it), YFP fluorescence, overnight | Potency, µM (titrated, usually from 46.1 µM), without a hit: at the top dose activity, negative = active, actives largely listed as inhibitors | 0.076% of 410,000 active | AID 602310;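 also: potency is read from the fitted curve at half-maximal effect; % is scaled to controls: 0 for no effect and ±100 for the full control effect; nearly all actives have a fitted effect of over 60% in size; hits raise eYFP signal because A3G escapes Vif-driven loss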
#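 HeLa cells stably expressing Vif and C-terminally eYFP-tagged A3G, seeded overnight at 37 deg C, then exposed to compound by pintool overnight at 37 deg C. Rise in yellow fluorescence (Ex 488/Em 500-530, Acumen) marks blocked Vif-driven A3G degradation.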
# 12-LOX inh: blocks human arachidonate 12S-lipoxygenase; P18054; purified 12hLO, xylenol orange hydroperoxide absorbance; Potency, µM (series often up to 108 µM), inactives show at the top dose activity change, negative = inhibition, actives largely listed as inhibitors; 1.1% of 580,000 active; also: potency is read from the fitted curve at half-maximal effect; % is scaled to controls: 0 for no effect and ±100 for the full control effect
# Target sequence (P18054 whole entry, looked up): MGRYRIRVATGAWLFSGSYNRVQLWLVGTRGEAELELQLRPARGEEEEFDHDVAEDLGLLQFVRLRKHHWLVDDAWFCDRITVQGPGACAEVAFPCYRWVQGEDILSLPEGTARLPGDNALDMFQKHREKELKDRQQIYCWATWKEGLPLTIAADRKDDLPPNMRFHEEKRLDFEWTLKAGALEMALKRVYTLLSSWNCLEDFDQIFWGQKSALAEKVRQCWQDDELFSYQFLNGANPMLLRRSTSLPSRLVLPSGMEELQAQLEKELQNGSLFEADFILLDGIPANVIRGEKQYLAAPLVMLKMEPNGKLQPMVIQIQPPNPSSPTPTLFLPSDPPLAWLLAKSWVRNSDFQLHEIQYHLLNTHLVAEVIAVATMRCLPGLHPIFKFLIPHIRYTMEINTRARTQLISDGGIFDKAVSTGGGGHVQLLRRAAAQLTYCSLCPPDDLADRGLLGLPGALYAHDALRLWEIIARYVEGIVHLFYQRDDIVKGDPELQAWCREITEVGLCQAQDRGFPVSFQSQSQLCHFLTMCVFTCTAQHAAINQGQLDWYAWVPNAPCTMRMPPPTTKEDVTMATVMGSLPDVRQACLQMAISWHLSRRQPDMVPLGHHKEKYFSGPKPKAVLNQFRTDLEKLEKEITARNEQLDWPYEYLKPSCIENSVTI
#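 Hydroperoxide product was detected by ferrous iron/xylenol orange as the 573 to 405 nm absorbance ratio. Arachidonic acid at 40 uM (final) was turned over for 30 min at room temperature by 150 nM human 12hLO, pH 7.0 Hepes buffer, after 15 min compound preincubation.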
# D2 agonist: activates the human D2 dopamine receptor | AID 485358 | activation, % at 2 µM | P14416 | HEK293 T-REx D2 cells, calcium flux agonist mode | 0.53% of 340,000 active;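 active = activation over 3 SD above normal in the single-dose calcium agonist read, cut at about 30% in these data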; also: 0% is about no effect
#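 Agonism scored from kinetic calcium signal (1 read/sec, 180 s) following compound pin transfer, after a 10 s baseline. Cells: HEK293 Trex line expressing inducible D2 receptor coupled to calcium, dye-loaded after overnight culture at 30 C.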
# GRP78 ERSR act: ER stress response induction in glioma; U87-MG GRP78 promoter luciferase reporter, 16 h; Potency, µM, for inactives: at the top dose activation, most hits filed as activators; 0.02% of 420,000 active; also: potency is read from the fitted curve at half-maximal effect; series mostly up to about 76 µM; % of control where 0% means no effect; nearly all actives have a fitted effect of over 35% in size
#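 Stably transfected U87-MG glioma cells carrying a GRP78-based luciferase sensor; 16 h compound incubation. Luminescence end-point read 10 min after Bright-Glo addition at room temperature.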
# ERG-DNA inh: ERG Ets/DNA interaction inhibition; Potency, µM (series often up to 76.9 µM), for the others: top-dose FP activity, negative = inhibition, most hits filed as inhibitors; P11308; fluorescence polarization, His-ERG Ets domain / labelled DNA; 0.028% of 370,000 active; active = well fitted inhibition curve with a large enough effect in the polarisation, with a control signal flat; inconclusive = small, poorly fitted or top-dose-only effect, or effect the other way, or a change in a side signal; inactive = no such curve, though single readings can be large or run the other way; the % refers to the polarisation;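 also: polarization taken with two DNA probes labelled with fluorescein and Texas red; potency is read from the fitted curve at half-maximal effect; % of control where 0% means no effect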
#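 His-tagged ERG Ets domain (1 uM in the protein solution; 300mM KCl, 50mM Tris-HCl, 1mM EDTA, 1mM DTT, pH 7.5) received compound, then a probe mix of 5 nM fluorescein-DNA and 100nM Texas-615-DNA. Fluorescence polarization was read for both dyes.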
# An asterisk follows results filed as active; u = inconclusive; x = no result given; [ ] = dose if it differs, or a comment. Unless noted, calls follow the shape of the dose curve; as a rule, active = well fitted curve in the direction sought with a large enough effect; inconclusive = small, poorly fitted or top-dose-only effect, or another doubt; inactive = no such curve, though single readings can be large; an effect the other way counts as inactive or inconclusive.
SMILES,LDHA block,D2 antagonist,Vif-APOBEC3F blk,RGS4 inh,Vif-A3G inh,12-LOX inh,D2 agonist,GRP78 ERSR act,ERG-DNA inh
CCN(CC)C(=O)CN1C(=O)C2(OCC(C)(C)CO2)c2ccccc21,-3,28,0%,4%,2%,1%,0.3,3%,x
Cc1ccccc1Cn1c(=O)n(CCCC(=O)NCc2ccco2)c(=O)c2ccccc21,-9,5,-7%,-7%[11.4 µM],-6%,5%,-1.6,-2%,2%
COc1ccc(C2CC(=O)C(C=NCCCN3CCOCC3)=C(O)C2)cc1 (stereo not given),-5,-6,2%,13%,-12%,11%[57.4 µM],0.7,-4%,-7%
Cc1nc(Sc2ccc(Br)cc2)c(C#N)c(C)c1[N+](=O)[O-],-3,8,-3%,15%,-8%,25%,-0.2,4%,-7%
CCOC(=O)c1cnc2c(C)c(-c3ccccc3)[nH]n2c1=O,-16,2,-1%,5%,-1%,-13%,-0.1,4%,1%
CN1C(=O)c2ccccc2C(C(=O)NCCCN2CCCC2)C1c1c[nH]c2ccccc12 (stereo not given),3,5,2%,0%,1%,x,0.8,-3%,9%
O=C(c1ccc(Cl)cc1)N1CCCCC1CCN1CCOCC1 (stereo not given),-7,x,-1%,14%,3%,-28%,-0.6,-3%,0%
N#Cc1c(Cl)nsc1NC(=O)c1ccccc1,-6,17,-13%,-26%,5%,u,11,3%,-4%
O=C(CC1(O)C(=O)N(CCc2ccccc2)c2ccc(Br)cc21)c1ccc(F)cc1 (stereo not given),5,x,1%,-3%,-14%,2%,4.3,3%,6%
Cc1ccc(-c2nn3c(C)nnc3s2)cc1N,6,x,-2%,-18%,3%,17%,x,6%,-3%
CCC(=O)OCCNc1cc(Sc2nc3ccccc3[nH]2)c2nonc2c1[N+](=O)[O-],8,14,u,u,-29%,u,0.2,-15%,15%
COc1ccccc1N(C)S(=O)(=O)c1ccc(C(=O)OCC(=O)N2CCC2)cc1,1,12,u,-22%,u,-26%,-0.6,-5%,12%
COc1cccc(/C=C2\Oc3cc(OCC(=O)N4CCCC4)ccc3C2=O)c1OC,-4,17,8%,-10%,-7%,-2%,0.1,-1%,-17%
CC(C)c1ccc(-c2csc3nc[nH]c(=O)c23)cc1,-7,x,0%,-8%,0%,0%,x,6%,0%
O=C(C[n+]1cccc(O)c1)NCc1ccc(Cl)cc1,-6,3,-7%,16%,0%,u,0.8,-3%,6%
CCN(CC)C(=O)c1cccc(-c2csc(C(C)(O)c3cccc(F)c3)n2)c1 (stereo not given),-7,x,x,x,-4%,-25%,x,-8%,x
Cn1nc(C(=O)Nc2nnc(C3CC3)s2)c2ccccc2c1=O,-3,-5,3%,-2%,-1%,-6%,0.3,-5%,1%
CC(C)(C)OC(=O)NCCCCCc1cn(CC(=O)NCCCCCCCCCCC(=O)N2CCN(C(=O)OC(C)(C)C)CC2)nn1,-2,3,0%,15%,-5%,-1%,-0.6,6%,-1%
O=C1N[C@H](Cc2ccccc2)C(=O)N[C@H]1Cc1cn(S(=O)(=O)c2ccccc2)c2ccccc12,-7,x,0%,-25%,-4%,x,x,-2%,2%
O=C(C1CCN(S(=O)(=O)c2cccc3nonc23)CC1)N1CCN(c2ccc(F)cc2)CC1,-9,x,3%,-12%,1%,-4%,0.0,-3%,8%
O=C(C1CC(=O)N(c2ccccc2)C1)N1CCN(c2ccccc2)CC1 (stereo not given),-8,-7,2%,15%,-1%,3%,0.8,-6%,10%
CCn1c2ccccc2c2cc(NC(=O)CN(C)CC(=O)Nc3ccc(N4CCOCC4)cc3)ccc21,1,-8,-2%,6%,-1%,1%,-0.6,-1%,2%
Cc1ccc(N(CC(=O)Nc2ccc(F)c(Cl)c2)S(=O)(=O)c2c(C)noc2C)cc1,-4,-1,-6%,-17%,2%,0%[57.4 µM],0.3,-6%,-2%
COc1ccc(NC(=O)c2cccn2-c2nnc(N3CCCCC3)s2)c(OC)c1,-1,x,1%,-21%,3%,-13%,0.1,3%,-2%
N#CCCCC#Cc1ccc2c(c1)COc1c3ccccc3nn1-2,-18,-2,-3%,8%,-4%,-10%,-0.6,-10%,5%
CCOc1cccc2cc(C(=O)NCc3ccccc3Cl)c(=O)oc12,-4,-23,-5%,4%,-4%,-2%,1.9,-1%,2%
Cc1ccc(NC(=O)c2n[nH]c(=O)c3ccccc23)cc1S(=O)(=O)N1CCOCC1,-1,x,-19%,-16%,-1%,-4%,x,-3%,-17%
O=C(CCNS(=O)(=O)c1ccccc1C(F)(F)F)NCc1ccc2c(c1)OCO2,-1,4,2%,-5%,2%,-7%,1.2,-2%,2%
COc1ccc2c(c1)[nH]c1c(=O)n(CCN(C)C)cnc12,4,4,-7%,19%,3%,1%,-0.6,-3%,-7%
CC(C)(C)n1ncc2c(=O)n(CC(=O)NCc3ccc(F)cc3)cnc21,-1,4,-12%,4%,u,0%,-0.5,-14%,-2%
Cc1c(OC(C)C(=O)NCCCn2ccnc2)ccc2c3c(c(=O)oc12)CCC3 (stereo not given),-4,-10,2%,21%[11.4 µM],7%,28%,0.9,-1%,-1%
COc1ccc(OC)c2sc(N3CCN(C(=O)C(C)(C)C)CC3)nc12,5,x,1%,6%,-3%,-33%,0.4,-1%,-1%
CC(=O)OC1CCC2C3CCc4cc(OP(=O)(N5CC5)N5CC5)ccc4C3CCC12C (stereo not given),0,x,10%,x,-2%,1%,x,0%,x
COc1ccc(Cl)cc1S(=O)(=O)N1CCC(C(=O)N2CCOCC2)CC1,-5,-3,5%,14%,4%,x,-0.9,-6%,-4%
CCOc1ccccc1N1CCN(C(=O)c2cc(S(=O)(=O)N(C)C)ccc2N2CCCC2)CC1,1,-10,2%,-24%,1%,-2%,0.8,-5%,u
Cc1nnc(SCC(=O)NCc2ccc(Cl)cc2)[nH]c1=O,3,3,-5%,-30%,2%,-24%,-0.5,-1%,-1%
CCOC(=O)/C=C1\SCC(=O)N1CC(=O)NC(c1ccccc1)c1ccccc1,-10,-7,-9%,15%,-1%,u,-0.6,-2%,7%
COc1cc(C=O)ccc1OCCOCCOc1ccccc1Cl,-8,3,0%,0%[11.4 µM],-6%,39%[activator],0.2,0%,-3%
O=S(=O)(CCc1ccncc1)C1Cc2cccc3cccc1c23 (stereo not given),-4,1,10%,11%,0%,u,0.0,5%,8%
CCOC(=O)c1c(C)[nH]c(CCC(=O)Nc2ccc(OC)c(OC)c2)c1C,-8,x,-5%,3%,-5%,-15%,-0.8,-2%,2%
O=C(C1CCN(Cc2cccs2)CC1)N1CCN(Cc2ccc3c(c2)OCO3)CC1,-33*,-3,-10%,-3%,-1%,u,0.6,-4%,-10%
O=C(O)COc1ccc(-c2nnn(CC(=O)O)n2)cc1,-3,4,-3%,27%,0%,u,0.2,0%,2%
CN(Cc1ccccc1)C(=O)COc1ccc2ccccc2c1,2,x,0%,7%,0%,114%[activator],x,4%,6%
CSc1ccc(CN2CCC(n3nccc3NC(=O)c3ccccc3C)CC2)cc1,-2,-11,-1%,-13%[56.9 µM],0%,-18%,1.5,3%,-4%
CC(C)Oc1ccc(Cn2c(=O)sc3ccccc32)cc1,1,-19,0%,-22%,-8%,5%,-0.4,-3%,-8%
Cc1ccc(C)c(NC(=O)c2ccc(OCc3c(C)noc3C)cc2)c1,-10,-34,3%,8%,-8%,-15%,-0.4,2%,-4%
COc1ccc(NC(=O)CSCc2cc(=O)n3c(C)csc3n2)cc1,-2,5,0%,-5%[56.9 µM],1%,14%,-0.8,-4%,-7%
Cc1ccc(C(=O)N2CCN(c3ccccn3)CC2)cc1,-8,-1,3%,12%,1%,7%,0.4,-7%,0%
CC1Sc2ccc(S(=O)(=O)N3CCC(C(=O)N(C)Cc4ccccc4)CC3)cc2NC1=O (stereo not given),-3,14,1%,25%[11.4 µM],2%,-7%,1.4,-8%,47%[activator]
CC(C)(C)c1ccc(S(=O)(=O)NCc2ccc(C(=O)N3CCOCC3)cc2)cc1,-5,-3,1%,-6%,1%,0%,1.2,-4%,3%
# Going on with the list.
SMILES,LDHA block,D2 antagonist,Vif-APOBEC3F blk,RGS4 inh,Vif-A3G inh,12-LOX inh,D2 agonist,GRP78 ERSR act,ERG-DNA inh
Cc1ccc(CCNS(=O)(=O)c2cc(Br)cnc2N)cc1,-4,28,8%,-13%,0%,-4%,-0.3,-5%,-1%
CCc1ccc(NC(=O)CSC2=Nc3ccccc3C3=NC(CCC(=O)NCc4ccco4)C(=O)N23)cc1 (stereo not given),1,x,-9%,-12%,1%,6%,0.0,5%,5%
COc1cccc2cc(-c3nc(Cl)c4c5c(sc4n3)CC(C)CC5)c(=O)oc12 (stereo not given),-14,x,-6%,14%,1%,-22%,x,0%,2%
CCCCCCCCNC(=O)c1cnsn1,0,4,12%,-8%,0%,-10%,-4.3,1%,-2%

# Taken from above:
# COc1ccc(OC)c2sc(N3CCN(C(=O)C(C)(C)C)CC3)nc12 – D2 agonist = 0.4
# O=C1N[C@H](Cc2ccccc2)C(=O)N[C@H]1Cc1cn(S(=O)(=O)c2ccccc2)c2ccccc12 – Vif-APOBEC3F blk = 0%
# CCN(CC)C(=O)CN1C(=O)C2(OCC(C)(C)CO2)c2ccccc21 – D2 agonist = 0.3

# This is a subset; count on the stated rates, not on these rows.
